TEAD-YAP block: TEAD-YAP interaction inhibition; HEK-TIYL cells, TEAD-Gal4/YAP UAS-luciferase luminescence; inhibition, % at 9.12 µM; 640,000 tested, 1.4% active; in the data active = inhibition above about 32%;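 also: 0% = median of test compound wells and 100% = reference inhibitor wells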
FBW7 activator: human FBW7 E3 ligase activation, primary screen | Q969H0 | AlphaScreen FBW7–phospho-cyclin E peptide binding, activator screen | normalized activity (activation), % at 26.1 µM | 650,000 tested, 0.13% active; in the data active = normalized activity above about 1.9%;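 also: purified mutant Fbw7 with reduced substrate affinity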
GPR151 ag: human GPR151 activation. Q8TDV0. PathHunter beta-arrestin GPR151 cells, luminescence. activation, % at 11.2 µM. 650,000 tested, 1% active. AID 1508602; in the data active = activation above about 4.9%;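 also: 0% = median of compound wells and 100% = cells with positive control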
Target sequence (Q8TDV0 whole entry, looked up): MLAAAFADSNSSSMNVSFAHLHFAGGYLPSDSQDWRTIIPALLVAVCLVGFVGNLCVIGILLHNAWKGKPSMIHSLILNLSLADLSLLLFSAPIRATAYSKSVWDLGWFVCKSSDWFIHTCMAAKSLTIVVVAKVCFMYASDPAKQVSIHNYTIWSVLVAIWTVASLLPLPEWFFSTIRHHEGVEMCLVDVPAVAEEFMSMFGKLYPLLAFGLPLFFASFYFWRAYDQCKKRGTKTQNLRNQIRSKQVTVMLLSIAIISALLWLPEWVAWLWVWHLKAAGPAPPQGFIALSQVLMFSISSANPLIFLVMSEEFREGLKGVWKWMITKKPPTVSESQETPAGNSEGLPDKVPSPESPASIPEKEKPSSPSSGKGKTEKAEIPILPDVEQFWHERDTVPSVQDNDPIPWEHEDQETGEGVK
MITF inh: human MITF inhibition, primary screen; O75030; inhibition, % at 2.6 µM; 650,000 tested, 0.91% active; AlphaScreen MITF homodimerization, bead proximity signal; in the data active = inhibition above about 50%;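 also: 0% = vehicle wells with protein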
Target sequence (O75030 whole entry, looked up): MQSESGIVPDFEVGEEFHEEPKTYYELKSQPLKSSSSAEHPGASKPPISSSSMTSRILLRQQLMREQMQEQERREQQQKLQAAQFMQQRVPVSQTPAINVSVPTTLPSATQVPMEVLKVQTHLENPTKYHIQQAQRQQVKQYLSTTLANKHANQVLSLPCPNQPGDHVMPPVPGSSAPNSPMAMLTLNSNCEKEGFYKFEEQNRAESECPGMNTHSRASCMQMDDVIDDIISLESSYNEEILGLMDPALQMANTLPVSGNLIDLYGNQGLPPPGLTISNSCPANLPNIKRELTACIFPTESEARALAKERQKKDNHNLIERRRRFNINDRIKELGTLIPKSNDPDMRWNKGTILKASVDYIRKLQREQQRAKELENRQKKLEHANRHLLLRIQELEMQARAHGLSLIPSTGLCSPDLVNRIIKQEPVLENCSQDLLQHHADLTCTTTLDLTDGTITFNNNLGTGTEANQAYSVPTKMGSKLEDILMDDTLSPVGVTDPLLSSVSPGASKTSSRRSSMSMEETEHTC
Numbers without * were called inactive; · = not tested or not shown; & = joins results of further samples.

SMILES,TEAD-YAP block,FBW7 activator,GPR151 ag,MITF inh
COc1ccc(NC(=O)Cn2cc(C(C)=O)c3ccccc32)cc1,29,0.2,2.0,-4
COc1ccc(C(N)=O)cc1NC(=O)c1cccc([N+](=O)[O-])c1,0,0.2,-1.9,16
CC(=O)N1CCc2cc(S(=O)(=O)C(C)CC(=O)NCc3ccc(C)o3)ccc21 (centres undefined),-3,-0.5,-1.1,7
COc1cc(C)c(/C=C/C(C)=C/C=C/C(C)=C/C(=O)O)c(C)c1C,·,0.0&0.1,-1.1&3.2,19&28
CCOc1ccc(C2CC(c3ccccc3OC(F)F)n3nnnc3N2)cc1Cl (centres undefined),5,-0.1,0.0,12
O=C(NCCN1CCOCC1)c1cnc(Nc2ccncn2)s1,8,0.1,-1.6,6
COC(=O)C1=CN(C(C)(C)C)C=C(C(=O)OC)C1c1ccc(OCC(C)C)cc1,0,0.0,-0.1,-15
CCOC(=O)CC(CC(=O)OCC)NC(=O)c1ccc(N2CC3CC(C2)c2cccc(=O)n2C3)c(N)c1 (centres undefined),3,0.0,-0.4,12
CC(C)c1nnc(SCC(=O)NC2CCCC2)n1C,-4,-0.1,-0.8,-2
CCOCCCn1c(C)c(C)n2c3c(=O)n(Cc4ccccc4F)c(=O)n(C)c3nc12,8,-0.1,-0.7,-3
Cc1nc2sc(C(c3ccccc3Cl)N3CCOCC3)c(O)n2n1 (centres undefined),5,0.2,0.0,-18
Nc1nccc(N2CCN(C(=O)Nc3cccc(C(=O)NC4CC4)c3)CC2)n1,-4,-0.4,0.1,5
COc1cc(OC)cc(C(=O)N2CCN(C(=O)C(c3ccccc3)c3ccccc3)CC2)c1,0,-0.3,0.0,-13
O=C(O)C(NS(=O)(=O)c1ccc(F)cc1)c1ccccc1 (centres undefined),2,0.1,0.1,-1
COc1ccccc1CC(=O)N1CCN(c2cccc(Cl)c2)CC1,5,0.2,1.3,22
Cc1cc2nc(SCCOC(=O)c3ccccc3N)nc(C)c2cc1C,2,-0.2,0.5,-6
Cc1cccc(C)c1N(CC(=O)NCC(C)C)S(C)(=O)=O,-2,-0.1,0.2,5
COc1cccc([C@@H]2Oc3ccc(Br)cc3C[C@H]2OC(=O)N[C@H](C)C2CCCCC2)c1,·,0.1,2.4,3
CCc1nc(NCC2CCCN2CC)c2nnn(Cc3ccccc3F)c2n1 (centres undefined),5,0.3,0.5,2
COc1ccc2c(c1OC)C(=O)N1N=C(c3ccccc3)CC21 (centres undefined),-22,0.0,-0.3,-4
COCCn1cnc2sc(C(=O)Nc3ccccc3OC)c(C)c2c1=O,1,0.0,0.1,5
N#Cc1ccc(C(=O)Nc2cccc(NC(=O)c3ccco3)c2)c(F)c1,-1,0.1,-0.2,9
Cn1nnnc1SCC(=O)Nc1cccc(C(=O)O)c1,4,0.2,2.6,10
CCOC(=O)C1=C(C)NC(SCC(=O)N2CCCc3ccccc32)=C(C#N)C1c1ccccc1Cl (centres undefined),-5,-0.2,-2.8,-8
CCS(=O)(=O)N1CCC(C(=O)Nc2cc(C)ccc2O)CC1,4,0.1,0.8,18

6 compounds from above with just MITF inh and TEAD-YAP block:
| canonical_smiles | MITF inh | TEAD-YAP block |
| --- | --- | --- |
| COc1cccc([C@@H]2Oc3ccc(Br)cc3C[C@H]2OC(=O)N[C@H](C)C2CCCCC2)c1 | 3 | · |
| CCc1nc(NCC2CCCN2CC)c2nnn(Cc3ccccc3F)c2n1 (centres undefined) | 2 | 5 |
| COc1ccc2c(c1OC)C(=O)N1N=C(c3ccccc3)CC21 (centres undefined) | -4 | -22 |
| COCCn1cnc2sc(C(=O)Nc3ccccc3OC)c(C)c2c1=O | 5 | 1 |
| N#Cc1ccc(C(=O)Nc2cccc(NC(=O)c3ccco3)c2)c(F)c1 | 9 | -1 |
| Cn1nnnc1SCC(=O)Nc1cccc(C(=O)O)c1 | 10 | 4 |

Back to the main list, repeating the 3 entries before the break.
SMILES,TEAD-YAP block,FBW7 activator,GPR151 ag,MITF inh
Cn1nnnc1SCC(=O)Nc1cccc(C(=O)O)c1,4,0.2,2.6,10
CCOC(=O)C1=C(C)NC(SCC(=O)N2CCCc3ccccc32)=C(C#N)C1c1ccccc1Cl (centres undefined),-5,-0.2,-2.8,-8
CCS(=O)(=O)N1CCC(C(=O)Nc2cc(C)ccc2O)CC1,4,0.1,0.8,18
COc1cc(S(=O)(=O)NC2CCCCC2)c(C)cc1C,-2,0.0,-2.1,3
CCNCCC1CCC(=O)N1Cc1cc(F)ccc1F (centres undefined),-3,0.3,0.5,-7
Cc1nc(CNC(=O)CC2C(=O)NCCN2CC(c2ccccc2)c2ccccc2)cs1 (centres undefined),-7,-0.1,0.9,0
Cc1ccccc1-c1nnc(NC(=O)C(Br)C(C)C)s1 (centres undefined),-8,0.1,-1.6,23
COc1ccc(C=Nc2ccc(C)cc2)cc1,-1,0.1,-1.0,-2
CN1/C(=C\C(=O)C[n+]2ccccc2)C(C)(C)c2ccccc21,3,-0.1,-0.7,5
COc1ccc(NC(=O)[C@@H]2C=CCN2c2ncccn2)cc1,2,0.0,-0.7,-4
O=C(O)c1[nH]c2ccccc2c1CC(=O)N1CCN(c2ccccc2F)CC1,-1,-0.1,-0.8,1
Cc1cccc(OCC(=O)NN2C(=O)C3C4C=CC(O4)C3C2=O)c1 (centres undefined),4,0.1,1.4,0
O=C1CN(Cc2ccc(OCC(O)CN3CCCCC3)cc2)CCN1c1ccccc1 (centres undefined),8,0.2,-0.3,12
CC(C)OC(=O)CC(=O)CSc1nc2c(cc1C#N)CCCC2,-19,0.1,-0.9,-7
CCCOC(=O)c1nc2ncc(Br)cn2n1,1,0.4,-0.5,12
O=C(COc1cccc(Cl)c1)Nc1ccc(F)cc1F,-16,-0.1,3.9,0
CCOC(=O)C1=C(C)N(c2ccc(Br)cc2)C(C)=C(C(=O)OCC)C1c1cccc([N+](=O)[O-])c1,10,0.0,0.2,12
CCc1cc(=O)oc2cc(OS(C)(=O)=O)c(Cl)cc12,4,0.1,0.0,16
COc1cccc(CC2(CO)CCN(CC(O)CO)CC2)c1 (centres undefined),-1,0.0,0.2,1
O=C(Nc1cc(Cl)ccc1Cl)/C(=C/c1cccc([N+](=O)[O-])c1)NC(=O)c1ccccc1Br,7,0.2,-0.2,-9
O=C(CSc1nnc(-c2ccccc2)c(-c2ccccc2)n1)Nc1ccc(S(=O)(=O)Nc2nccs2)cc1,2,0.0,-0.5,18
COc1ccc(N2CC(C(=O)NCc3cccc(C)c3)CC2=O)cc1 (centres undefined),13,0.2,1.6,5
NC(=O)c1ccccc1NC(=O)COc1ccc(Br)cc1,-72,0.0,0.7,-8
CCN(CC)c1ccc(C2N(C(C)=O)CCN2S(=O)(=O)c2ccc(C)cc2)cc1 (centres undefined),2,-0.2,1.0,11
CC(=O)N1CCN(C(c2ccccc2Cl)c2sc3nc(C)nn3c2O)CC1 (centres undefined),6,0.2,1.6,8
CCCCCC(O)/C=C/C=C\CCCCCCCC(=O)O (centres undefined),·,·,-1.5,0
O=C(NC1CCCCC1)c1ccc2c(=O)n(Cc3ccc4c(c3)OCO4)c(=S)[nH]c2c1,16,0.1,-0.7,17
O=C1CCC(CCC(=O)N2CCN(C(=O)c3ccco3)CC2)(Cc2ccccc2)N1 (centres undefined),-31,-0.1,1.5,9
Cn1c(SCC(=O)Nc2ccc3nc(SCc4ccc(F)c5ccccc45)sc3c2)nnc1-c1ccc(Cl)cc1Cl,3,0.0,-0.8,10
O=C1OC(/C=C/c2ccc(Cl)cc2Cl)=NC/1=C\c1cccc(Cl)c1Cl,4,0.0,-0.9,10
COc1ccc(-n2nc3c(c2NC(=O)CCC2CCCC2)CS(=O)C3)cc1 (centres undefined),-11,-0.2,-0.1,-7
CC(C)c1ccc(NC(=O)c2ccc(N3CCc4ccccc4C3)c([N+](=O)[O-])c2)cc1,2,0.6,-2.5,2
COc1ccc(NC(=O)C(=O)Nc2ccccc2Nc2ccccc2)cc1,-5,0.3,0.8,-6
Cc1ccc(NC(=O)c2cc(S(=O)(=O)N3CCCC3)ccc2F)cc1,-16,-0.2,-0.6,0
COCc1c(C(=O)N/N=C(\C)c2cccc(OC)c2)nnn1-c1nonc1N,-4,-0.1,-0.5,1
COc1ccc(OCC(=O)Nc2ccc(C(N)=O)cc2)cc1,4,0.0,0.2,4
Cc1nc(NCC2CC2)sc1-c1ccn(CC2CCCN(C)C2)n1 (centres undefined),-2,0.0,0.3,-11
CC1(C)CC(=O)C=C(N2CCN(c3ccccn3)CC2)C1,13,0.2,0.8,-6
COC(=O)c1ccc(/C=C2\CCn3c2nc2sc(C(=O)O)c(C)c2c3=O)cc1,8,-0.1,-0.2,-2
Cc1cc(-c2cn[nH]c2C2CCCN(Cc3cscn3)C2)on1 (centres undefined),1,-0.1,2.1,-6
COc1ccc(OC)c(C2/C(=C(\O)c3ccc(Br)cc3)C(=O)C(=O)N2CCCn2ccnc2)c1 (centres undefined),-4,0.7,0.4,16
COC(=O)c1c(C)oc2ccc(OCC(=O)OC(C)C)cc12,-6,0.3,-0.8,-12
Cn1cc(CNc2nncc(-c3ccc(Cl)cc3)n2)cn1,1,0.0,1.4,6
CC(C)(C)n1nc2c(c1NC(=O)CCC1CCCC1)CS(=O)(=O)C2,·,·,1.7,-17
O=C(O)CNC(=O)CC1S/C(=N/N=C/c2c(-c3ccccc3)[nH]c3ccccc23)NC1=O (centres undefined),6,-0.1,-1.3,12
COc1ccccc1NC(=O)N1C(C(=O)NCc2ccco2)CSC1c1ccccc1 (centres undefined),-5,0.0,-0.4,-13
O=C(Cc1c[nH]c2c(F)c(F)c(F)c(F)c12)NCCN1CCOCC1,4,0.6,-1.4,24
CCOc1ccc(NC(=S)NCCCN(C)C)cc1,1,0.1,1.2,5
CC1(C)CC(=O)C2=C(C1)C1(CC(=O)CC(C)(C)C1)Nc1ncnn12 (centres undefined),11,0.1,1.2,-17
COc1ccc(Cl)cc1NC(=O)c1[nH]c(C)c(C(C)=O)c1C,-7,0.1,0.1,4
N#Cc1cc(Nc2ccccc2N)c([N+](=O)[O-])cc1C#N,10,-0.2,-0.9,-9
CSCC(=O)NCC1Cc2cc(F)cc(-c3ccc(C(C)=O)s3)c2O1 (centres undefined),4,-0.2,-1.5,3
CCCN(CCC)S(=O)(=O)c1cc2c3c(c1)CC(=O)N3CCC2,-2,0.0,0.1,-3

Overlap with the part before: two compounds, then new ones.
SMILES,TEAD-YAP block,FBW7 activator,GPR151 ag,MITF inh
CSCC(=O)NCC1Cc2cc(F)cc(-c3ccc(C(C)=O)s3)c2O1 (centres undefined),4,-0.2,-1.5,3
CCCN(CCC)S(=O)(=O)c1cc2c3c(c1)CC(=O)N3CCC2,-2,0.0,0.1,-3
CCOC(=O)c1c(NC(=O)c2ccc(-c3cccc([N+](=O)[O-])c3)o2)sc2c1CCCC2,-5,-0.1,0.2,3
O=C(COc1ccc(Cl)cc1)N1CCOCC1,0,0.1,1.2,3
CN(C)c1ccc(-c2nc3cnccn3c2Nc2ccccc2)cc1,-33,0.3,0.3,-8
COc1ccc(OC)c(Nc2cnn(C34CC5CC(CC(C5)C3)C4)c(=O)c2Cl)c1,-13,-0.8,-0.2,-14
COc1ccc(/C=N/n2c(-c3ccncc3)n[nH]c2=S)cc1Br,-8,-0.1,-0.8,6
N#Cc1ccc(OC(=O)COc2cccc3ccccc23)cc1,-3,-0.1,0.0,-22
COC(=O)C1=C(C)N(C)C(C)=C(C(=O)OC)C1c1ccc(F)c(Br)c1,4,0.1,5.2*,3
O=C(CCSCCc1ccccn1)Nc1ccccn1,3,-0.2,-0.4,10
COc1ccccc1NC(=O)CN(C)S(=O)(=O)c1ccc2c(c1)n(C)c(=O)c(=O)n2C,-6,-0.3,0.8,-1
CCOc1ccccc1NC(=O)c1cc(S(=O)(=O)N(CC)Cc2ccccc2)ccc1F,-4,0.2,-1.7,-8
COc1ccc(NC(=O)C2C3C=CC4(O3)C2C(=O)N(C2CCC(C)CC2)C4C(=O)NC2CCCCC2)cc1 (centres undefined),4,-0.2,2.5,-3
CC(C)N1CCN(Cc2ccccc2OC2CCCC2)CC1CCO (centres undefined),-2,0.0,2.6,10
CCCCC[C@H](O)/C=C/[C@@H]1[C@@H](C/C=C\CCCC(=O)NCCO)[C@@H](O)C[C@@H]1O,·,·,0.0,15
Cc1ccnc2ccc(-c3nc4ccccc4o3)cc12,-46,0.1,-2.2,9
Cc1ccc(CSCC2Nc3ccc(C(=O)NCc4ccc5c(c4)OCO5)cc3NC2=O)cc1 (centres undefined),4,0.1,0.9,1
Cc1cc(C)nc(CCNC(=O)CCc2nnc(Cc3ccc(-c4ccccc4)cc3)o2)n1,1,0.0,-0.4,8
O=C(NCC1CCCN(C(=O)C2(c3ccccc3)CC2)C1)c1ccc(F)cc1 (centres undefined),-7,0.0,-0.8,3
c1ccc(COc2cccc(CN3CCSCC3)c2)cc1,1,0.0,0.4,28
CC1=CC(C)(C)Nc2ccc(OC(=O)COc3ccc4ccccc4c3)cc21,4,-0.1,-1.2,11
CCOc1ccc(C2C(C(N)=O)=C(C)Nc3nc(-c4cccc(Cl)c4)nn32)cc1OC (centres undefined),-1,0.1,0.3,4
COC(=O)c1cc(NC(=O)c2ccccc2F)cc(C(=O)OC)c1,15,-0.1,0.6,-2
CCOC(=O)c1ccc(NC(=O)Nc2ccc3c4c(cccc24)C(=O)N3CC)cc1,6,0.4,1.3,21

Screens as filed in PubChem BioAssay.
